High-throughput results: PubChem BioAssay, Broad Institute
GASC1 inh: inhibitors of GASC-1 (KDM4C) histone demethylase, primary screen, biochemical, single concentration HTS; GST-KDM4C 2-372, H3K9me3 peptide, LANCE TR-FRET; inhibition, % at 12.5 µM; 96,000 tested, 0.15% active;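 active means mean replicate inhibition above about 25%, with at least 55% of replicates also reaching it, limit read from the data, passing the limit was not always enough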
Target sequence (Q9H3R0 2-372 limits assumed): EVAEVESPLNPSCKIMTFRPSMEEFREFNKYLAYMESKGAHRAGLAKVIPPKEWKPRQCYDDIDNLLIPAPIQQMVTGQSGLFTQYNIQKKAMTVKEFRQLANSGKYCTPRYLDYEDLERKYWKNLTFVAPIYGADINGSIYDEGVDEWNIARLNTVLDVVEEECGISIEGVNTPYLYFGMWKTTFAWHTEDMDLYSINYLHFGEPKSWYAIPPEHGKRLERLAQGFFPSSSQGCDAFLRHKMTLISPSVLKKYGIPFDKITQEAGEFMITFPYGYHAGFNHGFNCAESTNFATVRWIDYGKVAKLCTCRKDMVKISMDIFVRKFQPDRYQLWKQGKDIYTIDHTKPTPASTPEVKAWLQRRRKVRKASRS
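Material: N-terminal GST-fused human GASC-1 (KDM4C) fragment, residues 2-372. Input: 10 nM enzyme. Incubation: enzyme reaction 30 min, then detection 60 min, both room temperature. Doses: one test concentration per compound. Read-out basis: inhibition from TR-FRET ratio decrease. Detection: LANCE TR-FRET, excitation 340 nm, emissions 618 and 671 nm.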
Pf Dd2 growth: P. falciparum Dd2 growth inhibitors, primary screen, SYBR Green fluorescence, single dose replicates; activity change, % at 10 µM; 72 h; active compounds read low; 94,000 tested, 2.3% active; in the data active means activity change below about -80%
C diff growth: C. difficile growth inhibitors, primary screen, HTS | Clostridium difficile clinical isolate growth, OD600, 24 h; active compounds read low | growth activity, negative = inhibition, % at 16 µg/mL (by protocol) | 86,000 tested, 0.25% active | AID 1259249, 2017;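 active means mean growth activity at or below -80% and every replicate also at or below -80%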;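 further: 0% = DMSO wells and -100% = levofloxacin 16 µg/mL wells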
T cruzi growth: T. cruzi intracellular proliferation inhibitors, primary screen, cell-based, beta-gal Tulahuen parasites, NIH3T3 host, luminescence; T. cruzi beta-gal in NIH3T3, GalScreen luminescence, 90 h; inhibition, % at 8.34 µM; 77,000 tested, 5.9% active; AID 624255, 2012;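 active means mean inhibition above about 93%, with at least 55% of replicates each passing it, limit read from the data, passing the limit was not always enough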
The depositor's hits bear a star; · = no result given; & = joins results of further samples.

SMILES	GASC1 inh	Pf Dd2 growth	C diff growth	T cruzi growth
O=C(C[C@@H]1C[C@H]2c3cc(NC(=O)Nc4ccc(C(F)(F)F)cc4)ccc3O[C@H]2[C@@H](CO)O1)NCC1CC1	-1.1	-29	0	·
Cc1ccccc1-c1ccc([C@@H]2[C@H]3CN(C(=O)Cc4ccccn4)CC(=O)N3[C@H]2CO)cc1	3.4	-18	43	·
O=C(NCC[C@H]1CC[C@@H](NC(=O)C2CCOCC2)[C@H](CO)O1)c1cc(Cl)cc(Cl)c1	2.2	9	·	-2
O=C(c1ccccc1)N1CC(=O)N2[C@@H](CO)[C@H](c3ccc(C#CCC4CCCC4)cc3)[C@@H]2C1	-1.8	16	15	·
COc1ccc(CN(C)C[C@@H]2Oc3ccc(NC(=O)C4CC4)cc3CC(=O)N([C@H](C)CO)C[C@@H]2C)cc1	-0.5	-6	-11	56
CN1c2ccc(Br)cc2[C@@H]2[C@@H](CCN2C(=O)c2cccc(F)c2)[C@@H]1CO	-0.8	26	36	13
CCCC#Cc1cnc2c(c1)C(=O)N([C@@H](C)CO)C[C@H](C)[C@H](CN(C)C(=O)Nc1c(C)noc1C)O2	-2.8	24	8	-56
COc1cccc(NC(=O)N2C[C@H](O)COC[C@@H]3O[C@@H](CC(=O)NC4Cc5ccccc5C4)CC[C@H]32)c1	0.4	13	-2&-8	32
COc1cccc(C#Cc2cnc3c(c2)C(=O)N([C@H](C)CO)C[C@@H](C)[C@H](CN(C)C(C)=O)O3)c1	-0.8	-14	0	-6
CO[C@H](CN(C)Cc1cc(F)ccc1F)[C@H](C)CN([C@@H](C)CO)S(=O)(=O)c1ccc(F)cc1	1.1	-11	·	40
CCCNC(=O)N(C)C[C@@H]1Oc2cc(C#Cc3ccccn3)ccc2S(=O)(=O)N([C@H](C)CO)C[C@H]1C	-2.6	-12	1	-4
CO[C@@H]1CN(C)C(=O)c2ccc(NS(=O)(=O)c3ccc(Cl)cc3)cc2OC[C@H](C)N(C(=O)NC(C)C)C[C@H]1C	3.3	12	4	-6
C[C@H]1CN([C@@H](C)CO)C(=O)c2cc(NC(=O)CCCN(C)C)ccc2O[C@@H]1CN(C)S(C)(=O)=O	1.2	-1	-1	104*
COc1ccc(NC(=O)Nc2cccc3c2O[C@@H](CN(C)Cc2ccc(C(=O)O)cc2)[C@H](C)CN([C@H](C)CO)C3=O)cc1	3.9	15	-1	94
O=C(C[C@@H]1CC[C@H](NC(=O)Nc2ccc(F)cc2)[C@@H](CO)O1)NCc1ccccn1	0.0	0	-4	1
COc1ccc(NC(=O)N(C)C[C@H]2Oc3ccc(NC(=O)Cc4ccccc4)cc3CC(=O)N([C@H](C)CO)C[C@@H]2C)cc1	-0.5	-19	-6	-6
O=C(C[C@@H]1CC[C@@H](NC(=O)CN2CCOCC2)[C@@H](CO)O1)NCCc1ccncc1	1.3	12	·	-15
CC(C)NC(=O)N(C)C[C@@H]1Oc2ccc(NC(=O)CCN3CCOCC3)cc2C(=O)N([C@H](C)CO)C[C@H]1C	-1.0	6	-1	17
CO[C@@H]1CN(C)C(=O)c2cc(NC(=O)Nc3ccc(F)cc3)ccc2OC[C@@H](C)NC[C@@H]1C	0.4	13	2	-57
O=C(N[C@H]1CC[C@@H](CC(=O)N2CCOCC2)O[C@H]1CO)c1cccc(F)c1	-1.4	21	·	-64
CCNC(=O)C[C@H]1CC[C@H]2[C@@H](COC[C@@H](O)CN2C(=O)Nc2ccc(Cl)c(Cl)c2)O1	-0.5	4	·	-41
C[C@@H]1CCCCO[C@@H](CN(C)Cc2ccc(C(=O)O)cc2)[C@@H](C)CN([C@@H](C)CO)C(=O)c2cc(NS(=O)(=O)c3ccccc3)ccc2O1	2.4	-24	·	7
COCC(=O)N1[C@@H](CO)[C@@H](c2ccccc2)C12CN(C(=O)Nc1ccccc1F)C2	0.3	10	3	·
C[C@H]1CN([C@@H](C)CO)C(=O)c2cccc(NC(=O)c3ccncc3)c2O[C@H]1CN(C)Cc1ccc(-c2ccccc2)cc1	1.5	-38	0	107
COc1ccc(S(=O)(=O)N(C)C[C@@H]2Oc3c(NC(=O)c4cc(C)nn4C)cccc3C(=O)N([C@H](C)CO)C[C@@H]2C)cc1	-0.5	-23	1	-96
More entries.
SMILES	GASC1 inh	Pf Dd2 growth	C diff growth	T cruzi growth
CC(C)NC(=O)Nc1ccc2c(c1)C(=O)N([C@H](C)CO)C[C@@H](C)[C@H](CN(C)C(=O)Nc1cccc3ccccc13)O2	-0.6	18	2	22
CC(C)NC(=O)N(C)C[C@@H]1Oc2ccc(NC(=O)C3CC3)cc2C(=O)N([C@H](C)CO)C[C@@H]1C	0.2	1	5	2
O=C(C[C@@H]1C[C@@H]2c3cc(NC(=O)Nc4ccccc4)ccc3O[C@@H]2[C@H](CO)O1)NCc1ccccc1	-2.1	-46	-14	59
COCC(=O)N(C)C[C@H]1Oc2cc(C3=CCCCC3)ccc2S(=O)(=O)N([C@H](C)CO)C[C@@H]1C	0.0	20	1	-1
C[C@@H]1CCCCO[C@@H](CN(C)C(=O)Nc2ccc(F)cc2)[C@H](C)CN([C@@H](C)CO)C(=O)c2cc(NC(=O)CCC(F)(F)F)ccc2O1	0.8	-48	·	-52
C[C@@H]1CN([C@H](C)CO)C(=O)c2cc(NC(=O)Nc3ccc(F)cc3)ccc2O[C@@H]1CN(C)Cc1ccncc1	4.7	3	-1	32
COCC#Cc1ccc2c(c1)O[C@@H](CN(C)Cc1ccccn1)[C@@H](C)CN([C@H](C)CO)S2(=O)=O	0.2	-29	-1	2
O=C(C[C@@H]1CC[C@@H](NC(=O)c2ccc3c(c2)OCO3)[C@H](CO)O1)NCc1ccc(Oc2ccccc2)cc1	-3.9	12	15	-45
COc1ccc(C(=O)Nc2ccc3c(c2)OC[C@@H](C)N(C)C[C@H](C)[C@H](OC)CN(C)C3=O)cc1	-0.1	·	0	-21
CCCNC(=O)N1[C@H](C#N)[C@H](c2ccc(-c3ccccc3F)cc2)[C@@H]1CO	·	-87*	18	91
COc1ccc(CN(C)C[C@H]2Oc3c(NC(=O)C4CCCCC4)cccc3C(=O)N([C@H](C)CO)C[C@@H]2C)cc1	-0.3	-21	-12	51
CO[C@H](CN(C)C(=O)c1cnccn1)[C@@H](C)CN([C@@H](C)CO)S(=O)(=O)c1ccc(F)cc1	-0.1	32	·	-49
CCS(=O)(=O)N1CC(=O)N2[C@H](C1)[C@@H](c1ccc(C#CCC(C)C)cc1)[C@@H]2CO	-2.4	-10	-3	·
CCC(=O)NC[C@@H]1[C@@H](c2ccccc2)[C@H](CO)N1C(=O)C1CCC1	-1.8	-8	-1	-7
COc1cccc(-c2ccc3c(c2)O[C@H](CN(C)C(=O)C2CC2)[C@H](C)CN([C@H](C)CO)S3(=O)=O)c1	1.7	7	·	80
C[C@H](CO)N1C[C@H](C)[C@@H](CN(C)C(=O)NC2CCCCC2)OCCCC[C@H](C)Oc2ccc(NS(=O)(=O)c3ccccc3)cc2C1=O	0.4	-62	3	96
C[C@@H]1CN([C@@H](C)CO)C(=O)c2cccc(NC(=O)C3CCOCC3)c2O[C@H]1CN(C)Cc1ccc(C(=O)O)cc1	0.2	42	-2	2
Cc1ccccc1-c1ccc([C@@H]2[C@@H](CO)N3CCCCN(C(=O)CN4CCOCC4)C[C@@H]23)cc1	-0.5	1	-11	59
CC=Cc1ccc2n(c1=O)C[C@H]1[C@H](CO)[C@@H](C(=O)NCc3ccc(F)cc3)N(C)[C@@H]21 (mixture of isomers)	2.0	5	3	38
C[C@H](CO)N1C[C@H](C)[C@H](CN(C)C(=O)Nc2ccccc2)Oc2ccc(NS(=O)(=O)c3ccc(Cl)cc3)cc2CC1=O	-1.1	13	-8	-15
Cc1ccc(S(=O)(=O)Nc2ccc3c(c2)C(=O)N([C@@H](C)CO)C[C@H](C)[C@@H](CN(C)S(=O)(=O)c2ccccc2)O3)cc1	-0.8	-15	0	-18
CCS(=O)(=O)N1CCCCN2[C@H](CO)[C@H](c3ccc(-c4ccc(C(=O)N(C)C)cc4)cc3)[C@H]2C1	0.8	8	-5	40
COc1ccc(S(=O)(=O)N(C)C[C@H]2Oc3c(NC(=O)NC4CCCCC4)cccc3C(=O)N([C@@H](C)CO)C[C@H]2C)cc1	-0.3	-43	·	-95
O=C(CN1CCOCC1)NCC[C@@H]1CC[C@H](NC(=O)Cc2ccccn2)[C@@H](CO)O1	4.3	9	·	39
CO[C@H]1CN(C)C(=O)c2ccc(NC(=O)Nc3cc(F)ccc3F)cc2OC[C@H](C)NC[C@H]1C	0.6	-30	·	-64

Arranged by SMILES length (rising): some entries from above
SMILES	GASC1 inh	Pf Dd2 growth	C diff growth	T cruzi growth
COCC(=O)N(C)C[C@H]1Oc2cc(C3=CCCCC3)ccc2S(=O)(=O)N([C@H](C)CO)C[C@@H]1C	0.0	20	1	-1
CO[C@H](CN(C)C(=O)c1cnccn1)[C@@H](C)CN([C@@H](C)CO)S(=O)(=O)c1ccc(F)cc1	-0.1	32	·	-49
CC(C)NC(=O)N(C)C[C@@H]1Oc2ccc(NC(=O)C3CC3)cc2C(=O)N([C@H](C)CO)C[C@@H]1C	0.2	1	5	2
COc1cccc(-c2ccc3c(c2)O[C@H](CN(C)C(=O)C2CC2)[C@H](C)CN([C@H](C)CO)S3(=O)=O)c1	1.7	7	·	80
C[C@@H]1CN([C@@H](C)CO)C(=O)c2cccc(NC(=O)C3CCOCC3)c2O[C@H]1CN(C)Cc1ccc(C(=O)O)cc1	0.2	42	-2	2

Further entries:
SMILES	GASC1 inh	Pf Dd2 growth	C diff growth	T cruzi growth
C[C@H](O)C#Cc1ccc([C@H]2[C@@H](CO)N3CCCCN(S(=O)(=O)c4ccccc4)C[C@@H]23)cc1	-0.4	-14	-1	90
OC[C@@H]1[C@@H](c2ccccc2)C2(CN(CCC(F)(F)F)C2)N1Cc1ccccc1	0.1	-79	27	·
O=S(=O)(c1ccc(Cl)cc1)N1[C@@H]2CNC[C@H]1C2c1ccc(-c2cccc(F)c2)cc1 (some centres not stated)	-1.7&-1.1	-4&10	-31&51	·
CO[C@H]1CN(C)C(=O)c2cc(NC(=O)c3cccc(F)c3)ccc2OC[C@H](C)N(CC2CC2)C[C@H]1C	0.5	1	·	89
C[C@H](CO)N1C[C@H](C)[C@H](CN(C)S(=O)(=O)c2ccc(F)cc2)Oc2ccc(NS(=O)(=O)c3cn(C)cn3)cc2C1=O	0.4	3	·	90
CCC(=O)N[C@H]1CC[C@H](CC(=O)NCC2CC2)O[C@@H]1CO	1.4	17	5	·
CC(C)NC(=O)N1C[C@@H]2[C@H](c3ccccc31)[C@@H](CO)N2C(=O)Nc1cccc(F)c1	-0.1	5	-3	-4
COc1ccc(NC(=O)Nc2cccc3c2O[C@@H](CN(C)S(=O)(=O)c2ccc(C)cc2)[C@@H](C)CN([C@H](C)CO)C3=O)cc1	·	0	11	-24
COc1ccc2c3c(n(C)c2c1)[C@H](CO)N(C(=O)C1CCOCC1)CC31CN(C(=O)C2CC2)C1	1.1	19	-1	·
COCCNC(=O)C[C@H]1CC[C@H]2[C@H](COc3ccc(NC(=O)c4cc(C)on4)cc3C(=O)N2C)O1	-2.9	17	-3	4
C[C@@H]1CN([C@H](C)CO)C(=O)c2cc(NC(=O)Nc3ccc(F)cc3)ccc2O[C@H]1CN(C)Cc1ccc(Cl)c(Cl)c1	-0.1	12	-9	33
COc1ccc(S(=O)(=O)Nc2ccc3c(c2)C(=O)N([C@@H](C)CO)C[C@@H](C)[C@H](CN(C)S(=O)(=O)c2cn(C)cn2)O3)cc1	11	6	-3	2
COc1cccc(S(=O)(=O)Nc2ccc3c(c2)[C@@H]2C[C@@H](CC(=O)N4CCCCC4)O[C@H](CO)[C@@H]2O3)c1	-0.3	12	·	5
CC=Cc1ccc2n(c1=O)C[C@H]1[C@H](CO)[C@@H](C(=O)N(C)C)[C@@H]2N1CC1CC1 (mixture of isomers)	-1.1	5	-4	35
CCCNC(=O)N1CCC2(CC1)CN(Cc1cccc(OC)c1)[C@@H](CO)c1[nH]c3cc(OC)ccc3c12	-1.2	-63	-7	·
CO[C@H]1CN(C)C(=O)c2ccc(NC(=O)c3ccc(F)cc3)cc2OC[C@H](C)N(C(=O)CN(C)C)C[C@H]1C	1.5	·	·	23
C[C@H]1CN([C@@H](C)CO)C(=O)c2cc(NS(C)(=O)=O)ccc2O[C@@H]1CN(C)Cc1ccc(-c2ccccc2)cc1	0.2	9	-17	·

Single records (already shown):
Profile of CCCNC(=O)N1CCC2(CC1)CN(Cc1cccc(OC)c1)[C@@H](CO)c1[nH]c3cc(OC)ccc3c12 : GASC1 inh = -1.2; Pf Dd2 growth = -63; C diff growth = -7; T cruzi growth = ·
Profile of COc1cccc(S(=O)(=O)Nc2ccc3c(c2)[C@@H]2C[C@@H](CC(=O)N4CCCCC4)O[C@H](CO)[C@@H]2O3)c1 : GASC1 inh = -0.3; Pf Dd2 growth = 12; C diff growth = ·; T cruzi growth = 5
Profile of CO[C@H]1CN(C)C(=O)c2ccc(NC(=O)c3ccc(F)cc3)cc2OC[C@H](C)N(C(=O)CN(C)C)C[C@H]1C : GASC1 inh = 1.5; Pf Dd2 growth = ·; C diff growth = ·; T cruzi growth = 23
